High-throughput results from PubChem BioAssay.
ERAP1 HTS inh = inhibitors of human ERAP1 aminopeptidase; inhibition, % at 10.7 µM; Q9NZ08; recombinant ERAP1, Leu-AMC fluorescence, 60 min; 340,000 tested, 0.15% active; AID 652197;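 active = mean replicate inhibition of at least 30%, or all replicates individually reaching that 30% level; inactive = mean below 30% and not every replicate reaching it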;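 note: 0% = neutral control wells and 100% = L-leucinethiol positive control wells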
ARNT-TACC3 inh = disrupts binding between human ARNT and TACC3 | AlphaScreen His-ARNT PAS-B/GST-TACC3 binding, luminescence; TACC3 fragment carries E629A point mutation | inhibition, % at 9.99 µM | 390,000 tested, 0.66% active;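 active = mean inhibition of replicates at least 50% and at least half of replicates each reaching 50%; inconclusive = half or more replicates reach 50% but mean below 50%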;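 note: 0% = complete ARNT plus TACC3 wells and 100% = ARNT alone without TACC3; many hits fall short of the cut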
XiGFP reactiv = reactivates the inactive X chromosome in mouse fibroblasts | activation, % at 7.58 µM | AID 743238 | 360,000 tested, 0.055% active | XiGFP mouse fibroblasts, % GFP-positive cells imaging, 3 d; cells co-treated with 5-aza-dC sensitizer; scaled so ellipticine positive control = 100%;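 active = mean normalized replicate activation at least 10% and every replicate at or above 10%; inconclusive = only one of the two criteria met; inactive = mean below 10% and not all replicates reach 10%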;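 note: 0% = median of on-plate neutral control wells and 100% = ellipticine 6 µM median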
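assay system = SV40-immortalized XiGFP fibroblast cells, line 68-5-11 | buffer or medium = DMEM plus 5-aza-dC sensitizer | doses = single-point pinned compound dosing | times = 3-day compound exposure, then 15 min fixation at room temperature | benchmarks = positive control ellipticine, 6 µM final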
F508del corr = correctors of CFTR F508del function in bronchial epithelial cells. CFBE cells, YFP halide quenching; stimulated with forskolin plus potentiator P3; % fluorescence drop versus neutral controls. activity (quench increase), % at 7.58 µM. 350,000 tested, 0.36% active;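 active = mean added fluorescence quench of at least 8% versus neutral control, with both replicates also reaching 8%; inconclusive = only one of the mean or replicate conditions met; inactive = mean below 8% and not both replicates reaching 8%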;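 note: cells transiently co-express mutant CFTR-F508del with the halide-sensitive YFP; corrector assay measuring rescue of mutant channel to the surface after 24 h compound exposure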
RAD52 anneal inh = blocks human RAD52 DNA annealing; recombinant RAD52 DNA annealing, FRET fluorescence; inhibition, % at 18.7 µM; 360,000 tested, 0.46% active; AID 651710;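 active = every replicate showing at least 50% inhibition; inconclusive = mean inhibition at least 50% but not in every replicate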
INS-1E GSIS act = primary screen for activators of insulin secretion dependent on glucose, INS-1E cells, GLuc reporter luminescence; INS-1E GLuc reporter insulin secretion, 2-3 h; activation, % at 16.6 µM; 370,000 tested, 0.61% active; AID 743287;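 active = lowest replicate activation of at least 40%, so every replicate reaches that level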;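 note: 0% = median of neutral control wells and 100% = median of IBMX positive control wells; some compounds called inactive have numbers as strong as hits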
esBAF inh = SWI/SNF esBAF complex inhibition. mouse ES cells, Bmi1-luciferase knock-in reporter, 24 h; 100% = twice the neutral-well signal. reporter increase, % at 12.5 µM. 350,000 tested, 2% active; in the data active = activation above about 40%; inconclusive = no clear call, values can overlap the other calls;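 note: 0% = median of the plate's neutral control wells and 100% = double that signal; a rise in the Bmi1 reporter signal indicates esBAF inhibition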
RAD54 branch = blocks human RAD54 Holliday junction branch migration; FAM/BHQ fluorescence; inhibition, % at 10.4 µM; Q92698; AID 602329; 360,000 tested, 0.14% active;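 active = mean normalized replicate activity at least 40 and at least half of replicates scoring 40 or more; inconclusive = only one of the two criteria met; inactive = mean below 40 and under half of replicates reaching 40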;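 note: 0% = median of neutral control wells and 100% = median of positive control wells; inhibitors cause a drop in the FAM fluorescence signal; in these data hits start at about 50%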
Target sequence (Q92698 whole entry, looked up): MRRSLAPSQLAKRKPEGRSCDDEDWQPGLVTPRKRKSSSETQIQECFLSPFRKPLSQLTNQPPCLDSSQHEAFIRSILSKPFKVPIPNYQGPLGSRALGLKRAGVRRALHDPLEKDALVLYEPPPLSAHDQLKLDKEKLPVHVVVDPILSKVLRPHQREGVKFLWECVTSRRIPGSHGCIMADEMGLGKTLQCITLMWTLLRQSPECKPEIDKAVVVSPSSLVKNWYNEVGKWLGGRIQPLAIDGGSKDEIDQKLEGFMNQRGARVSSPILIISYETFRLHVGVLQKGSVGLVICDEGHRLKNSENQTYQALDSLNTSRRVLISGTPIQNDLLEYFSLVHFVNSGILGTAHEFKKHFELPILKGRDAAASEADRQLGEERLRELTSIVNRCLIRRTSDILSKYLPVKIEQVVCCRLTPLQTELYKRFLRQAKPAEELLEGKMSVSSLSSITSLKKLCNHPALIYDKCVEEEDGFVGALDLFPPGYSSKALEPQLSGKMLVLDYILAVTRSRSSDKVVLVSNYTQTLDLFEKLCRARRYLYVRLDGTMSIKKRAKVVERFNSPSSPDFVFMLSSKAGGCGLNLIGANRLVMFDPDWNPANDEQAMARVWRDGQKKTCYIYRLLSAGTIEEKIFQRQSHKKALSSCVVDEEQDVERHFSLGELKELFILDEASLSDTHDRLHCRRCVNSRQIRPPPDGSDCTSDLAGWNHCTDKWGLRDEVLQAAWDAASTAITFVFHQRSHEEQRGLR
Numbers without * were called inactive; u = inconclusive; x = no result given.

SMILES	ERAP1 HTS inh	ARNT-TACC3 inh	XiGFP reactiv	F508del corr	RAD52 anneal inh	INS-1E GSIS act	esBAF inh	RAD54 branch
CCOc1ccc(CN2CCC(n3nccc3NC(=O)C3CC3)CC2)cc1CO	1	2	0.2	3.9	-5	1	-3	-2
COc1ccc(NC(=O)c2cc(S(=O)(=O)N3CCOCC3)cs2)cc1	-4	2	0.0	0.1	-30	-5	14	6
CCOc1ccc(C(=O)c2nc3c(n2O)CCCC3)cc1	-2	-9	x	-2.2	-3	-3	17	-6
CN1C(=O)c2cc(NC(=O)NC3CCCC3)ccc2OC[C@@H]2O[C@H](CC(=O)O)CC[C@@H]21	0	4	0.1	-0.9	-14	-3	3	8
O=C(C[C@H]1C=C[C@H](NC(=O)c2cccc(F)c2)[C@@H](CO)O1)NCCN1CCCC1	-4	6	-0.6	0.6	-6	-2	-6	-7
Cc1ccc(-c2cc(C(=O)N3CCN(c4ncccn4)CC3)c3cc(Br)ccc3n2)o1	1	-1	-0.1	-5.0	-60	-5	4	-4
Cc1ccc(NC(=O)COC(=O)c2ccco2)cc1C	1	0	0.3	1.3	4	-21	-1	-2
CCOC(=O)Cn1c(S(=O)(=O)Cc2ccccc2)nc2ccccc21	2	x	0.2	-1.4	-16	4	9	0
C[C@H](CO)N1C[C@H](C)[C@@H](CN(C)Cc2ccc(Oc3ccccc3)cc2)Oc2ncc(-c3ccncc3)cc2C1=O	-2	1	0.7	-3.9	-2	-23	-3	-3
COc1ccc(NC(=O)N(C)C[C@@H]2Oc3ccc(NC(=O)Nc4ccc(C(F)(F)F)cc4)cc3CC(=O)N([C@H](C)CO)C[C@H]2C)cc1	1	4	0.1	2.6	12	-5	2	4
CCNC(=O)C[C@@H]1CC[C@H]2[C@@H](COC[C@H](O)CN2Cc2ccncc2)O1	0	1	0.3	-1.0	-3	14	4	-17
O=C(Nc1cccc2ccccc12)c1[nH]c(-c2ccccc2)c2c1C(=O)N(C1CC1)C2=O	0	x	0.2	-1.5	-14	9	-8	0
CCc1cccc(OCC(=O)Nc2c[nH]c(=O)[nH]c2=O)c1	-3	-2	0.0	2.5	-12	7	x	x
COc1ccc2c3c(n(C)c2c1)[C@H](CO)N(C(=O)C1CC1)CC31CN(C(=O)CN(C)C)C1	2	x	0.3	-1.3	7	10	x	x
O=C(COC(=O)c1ccccc1Br)Nc1ccc(F)cc1	0	0	0.0	0.3	-13	0	x	x
CN(C)C(=O)c1nc2ccc(Cl)cn2c1CN1CCCC(OCc2cccnc2)C1 (stereo not given)	-5	-7	0.3	-1.3	-22	2	3	-14
CNC(=O)C[C@@H]1CC[C@@H]2[C@@H](COc3ccc(NC(=O)Nc4ccc(F)c(F)c4)cc3C(=O)N2C)O1	-1	-8	0.2	-1.6	-3	7	-3	-5
C[C@@H]1CN([C@@H](C)CO)C(=O)Cc2cc(NC(=O)CCN3CCOCC3)ccc2O[C@@H]1CN(C)S(C)(=O)=O	2	-8	0.0	-2.1	2	20	-1	3
Cc1c(Br)c([N+](=O)[O-])nn1CC(=O)Nc1ccc(C(N)=O)cc1	3	-9	0.0	-3.1	-7	4	-1	x
O=C(NC1CCCCC1)N1CC2(C1)[C@@H](c1ccccc1)[C@@H](CO)N2CC1CCCC1	0	x	0.0	-1.7	-23	-13	x	x
CCCCCCN1C[C@@H](O)[C@H](n2cc(C3CC3)nn2)C[C@@H]1c1ccc(C)cc1	-4	x	0.3	0.8	-8	-4	-1	-5
Nc1ccc(O)c([N+](=O)[O-])c1	3	x	x	0.6	-7	-18	-2	5
OC[C@H]1O[C@@H](Oc2ccc3cc(Br)ccc3c2)[C@H](O)[C@@H](O)[C@H]1O	2	-3	0.3	1.9	2	-4	-2	-14
Cc1cc(C)n2cc(CSCc3ccccc3)nc2n1	-1	-2	0.0	1.9	-4	9	7	1
NS(=O)(=O)c1ccc(NC(=O)CCC(=O)c2cccs2)cc1	-1	-4	0.3	1.3	-12	-3	2	4
CCOC(=O)N1CCN(C(=O)CS(=O)(=O)Cc2nc(-c3ccccc3C)oc2C)CC1	19	-2	0.1	3.8	-2	-16	-1	7
O=C(OCCc1cc2ccccc2c(=O)o1)N1CCOCC1	0	-2	0.8	1.8	5	x	19	-1
O=C(Cn1ccc([N+](=O)[O-])n1)NCc1cccnc1	1	10	0.0	-1.5	-2	0	-1	-11
O=C(NCc1ccco1)c1cc(=O)c2ccccc2o1	-1	-4	0.0	0.4	-6	0	x	x
C[C@@H]1CN([C@H](C)CO)C(=O)Cc2cc(NC(=O)Nc3ccc(C(F)(F)F)cc3)ccc2O[C@@H]1CN(C)C(=O)NC1CCCCC1	x	x	1.3	0.4	x	-13	-2	x
O=C(N/N=C/c1cc(Br)cc(Br)c1O)c1cccc(N2CCCC2=O)c1	-3	10	-1.3	0.2	-12	-5	5	10
C[C@H](CO)N1C[C@H](C)[C@H](CN(C)C(=O)Cc2ccccn2)Oc2cc(-c3cccc(C(=O)N(C)C)c3)ccc2S1(=O)=O	0	-3	-0.4	0.1	2	22	-5	2
CN(C(=O)COC(=O)c1ccc2ccccc2n1)C1CCCCC1	3	4	0.0	1.9	16	x	-14	2
COCC(=O)Nc1ccc2c(c1)OC[C@@H](C)N(C)C[C@@H](C)[C@H](OC)CN(C)C2=O	-1	8	0.0	-1.0	0	1	-3	1
C[C@H](CO)N1C[C@H](C)[C@H](CN(C)C(=O)CC2CC2)Oc2cc(C#CCC3CCCC3)ccc2S1(=O)=O	3	4	-1.0	1.6	1	-15	1	9
Cc1ccsc1C(=O)C1CCCN(Cc2cn(C)nc2-c2ccccc2)C1 (stereo not given)	5	-7	0.0	0.4	-9	6	x	x
Cc1cc2[nH]c(=O)c(=O)[nH]c2cc1S(=O)(=O)N1CCN(c2cccc(C(F)(F)F)c2)CC1	-2	x	0.0	1.0	-10	-20	6	1
Cc1noc(C(=O)Nc2cc(Cl)ccc2O)c1Cl	0	-13	0.3	2.4	-11	-5	3	-9
OC(c1ccc(-c2ccccc2)cc1)c1ncc(-c2ccc(C(F)(F)F)cc2)[nH]1 (stereo not given)	-1	x	0.0	0.7	-5	-36	x	6
O=C(CN1CCN(C(C(=O)Nc2ccc(Cl)cc2C(F)(F)F)c2ccccc2)CC1)NC1CC1 (stereo not given)	-8	-5	-0.1	0.7	-9	-8	-2	-24
CC1=C(C(=O)Nc2ccc(C(=O)N3CCN(c4ccccc4F)CC3)cc2)SCCO1	4	-12	-0.1	0.2	-26	-6	-11	-5
Cc1c(CC(=O)O)c(=O)oc2c(C)c3occ(-c4ccc(F)cc4)c3cc12	2	4	0.1	-1.5	-6	-6	-3	10
C[C@H]1CN([C@@H](C)CO)C(=O)c2cc(-c3cccc(C#N)c3)cnc2O[C@H]1CN(C)C(=O)C1CCOCC1	1	0	0.0	2.0	-4	4	-1	15
COc1ccccc1OCCOc1ccc(/C=C2\C(=N)N3N=C(S(C)(=O)=O)SC3=NC2=O)cc1	4	4	u	2.7	-28	-44	2	-13
CCNC(=O)[C@@H]1[C@@H](CO)[C@@H]2Cn3c(ccc(/C=C/c4ccccc4)c3=O)[C@H]1N2	0	-15	0.2	-5.9	-19	1	4	1
CC1CCN(C(=O)c2ccc(CNc3c(N4CCCC4)c(=O)c3=O)cc2)CC1	x	-1	x	0.2	-1	13	x	0
CCN(CC(=O)NCc1ccc(Cl)cc1)C(=O)CCC(=O)c1ccc(C)cc1	3	-2	0.4	-3.3	-6	-10	11	x
COc1cccc(-c2ccc3c(c2)O[C@H](CN(C)C(=O)C2CCOCC2)[C@H](C)CN([C@@H](C)CO)S3(=O)=O)c1	2	-1	-0.2	-3.4	8	-6	2	-5
CCC(C)(C)N1CC(=O)N(Cc2ccccc2)C(c2ccc(OC)cc2)C1=O (stereo not given)	x	-13	x	x	x	-22	-5	4
O=C(C[C@@H]1CC[C@@H]2[C@H](COC[C@H](O)CN2Cc2cc(F)ccc2F)O1)N1CCc2ccccc2C1	0	5	0.2	-0.6	13	-3	30	1
Carrying on.
SMILES	ERAP1 HTS inh	ARNT-TACC3 inh	XiGFP reactiv	F508del corr	RAD52 anneal inh	INS-1E GSIS act	esBAF inh	RAD54 branch
Cc1nc2ccccc2c2oc(C(=O)NCCN3CCN(C)CC3)cc12	-2	31	0.2	-3.6	20	24	-10	u
COc1ccccc1NC(=O)CCC(=O)OCc1cccc([N+](=O)[O-])c1	0	-1	0.3	-3.1	-11	3	-3	x
O=C(NCCN1CCOCC1)c1ccc(NS(=O)(=O)c2ccccc2)cc1	-5	-17	0.5	1.3	-9	6	-4	-12
C[C@@H]1CN([C@H](C)CO)S(=O)(=O)c2ccc(C#Cc3ccccn3)cc2O[C@@H]1CN(C)CC1CC1	0	3	0.6	1.5	-10	-16	1	2

14 structures from above, ordered by formula weight, lowest first.
SMILES	ERAP1 HTS inh	ARNT-TACC3 inh	XiGFP reactiv	F508del corr	RAD52 anneal inh	INS-1E GSIS act	esBAF inh	RAD54 branch
Cc1noc(C(=O)Nc2cc(Cl)ccc2O)c1Cl	0	-13	0.3	2.4	-11	-5	3	-9
Cc1nc2ccccc2c2oc(C(=O)NCCN3CCN(C)CC3)cc12	-2	31	0.2	-3.6	20	24	-10	u
COc1ccccc1NC(=O)CCC(=O)OCc1cccc([N+](=O)[O-])c1	0	-1	0.3	-3.1	-11	3	-3	x
Cc1c(CC(=O)O)c(=O)oc2c(C)c3occ(-c4ccc(F)cc4)c3cc12	2	4	0.1	-1.5	-6	-6	-3	10
CCNC(=O)[C@@H]1[C@@H](CO)[C@@H]2Cn3c(ccc(/C=C/c4ccccc4)c3=O)[C@H]1N2	0	-15	0.2	-5.9	-19	1	4	1
CCC(C)(C)N1CC(=O)N(Cc2ccccc2)C(c2ccc(OC)cc2)C1=O (stereo not given)	x	-13	x	x	x	-22	-5	4
O=C(NCCN1CCOCC1)c1ccc(NS(=O)(=O)c2ccccc2)cc1	-5	-17	0.5	1.3	-9	6	-4	-12
OC(c1ccc(-c2ccccc2)cc1)c1ncc(-c2ccc(C(F)(F)F)cc2)[nH]1 (stereo not given)	-1	x	0.0	0.7	-5	-36	x	6
CC1=C(C(=O)Nc2ccc(C(=O)N3CCN(c4ccccc4F)CC3)cc2)SCCO1	4	-12	-0.1	0.2	-26	-6	-11	-5
C[C@@H]1CN([C@H](C)CO)S(=O)(=O)c2ccc(C#Cc3ccccn3)cc2O[C@@H]1CN(C)CC1CC1	0	3	0.6	1.5	-10	-16	1	2
O=C(C[C@@H]1CC[C@@H]2[C@H](COC[C@H](O)CN2Cc2cc(F)ccc2F)O1)N1CCc2ccccc2C1	0	5	0.2	-0.6	13	-3	30	1
O=C(CN1CCN(C(C(=O)Nc2ccc(Cl)cc2C(F)(F)F)c2ccccc2)CC1)NC1CC1 (stereo not given)	-8	-5	-0.1	0.7	-9	-8	-2	-24
C[C@H]1CN([C@@H](C)CO)C(=O)c2cc(-c3cccc(C#N)c3)cnc2O[C@H]1CN(C)C(=O)C1CCOCC1	1	0	0.0	2.0	-4	4	-1	15
COc1cccc(-c2ccc3c(c2)O[C@H](CN(C)C(=O)C2CCOCC2)[C@H](C)CN([C@@H](C)CO)S3(=O)=O)c1	2	-1	-0.2	-3.4	8	-6	2	-5
